# TRb-SRC2 inh: TRbeta-SRC2 interaction inhibition; TRbeta-SRC2 peptide binding, fluorescence polarization; receptor liganded with 1 µM T3; Potency, µM (top dose mostly 106 µM), for the others: top-dose activity change, negative = inhibition, most hits filed as inhibitors; hit rate 0.065% among 280,000; AID 1469; active = well fitted inhibition curve with a large enough effect; inconclusive = small, poorly fitted or top-dose-only effect, or effect the other way;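 also: plate controls were bound peptide for no effect and peptide without receptor for full effect; nearly all actives have a fitted effect of over 50% in size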
# Target sequence (P10828 whole entry, looked up): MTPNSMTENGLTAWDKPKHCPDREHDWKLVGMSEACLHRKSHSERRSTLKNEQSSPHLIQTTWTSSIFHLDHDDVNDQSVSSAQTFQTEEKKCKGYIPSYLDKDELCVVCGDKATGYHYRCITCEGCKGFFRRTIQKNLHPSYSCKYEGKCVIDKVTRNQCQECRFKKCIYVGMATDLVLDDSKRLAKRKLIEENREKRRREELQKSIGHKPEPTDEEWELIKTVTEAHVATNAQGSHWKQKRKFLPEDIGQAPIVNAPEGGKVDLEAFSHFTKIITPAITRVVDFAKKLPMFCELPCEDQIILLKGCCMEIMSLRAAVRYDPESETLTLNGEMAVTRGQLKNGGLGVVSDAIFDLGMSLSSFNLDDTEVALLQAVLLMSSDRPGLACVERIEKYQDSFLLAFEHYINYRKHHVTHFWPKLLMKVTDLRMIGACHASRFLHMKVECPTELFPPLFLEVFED
#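 Compounds were added to 0.6 uM TRb ligand-binding domain and 20 nM Texas Red-labeled SRC2 peptide in Tris buffer containing 1 uM T3, incubated 5 hr at ambient temperature, then read by fluorescence polarization.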
# TR SRC2 fluor cs: alters Texas Red total fluorescence, flagging assay interference; hit rate 0.29% among 280,000; Potency, µM (highest dose often 106 µM), without a hit: top-dose fluorescence change, negative = quenching; TRb/SRC2 Texas Red total fluorescence interference; AID 1479; active = well fitted curve in either direction with a large enough effect; inconclusive = small, poorly fitted or top-dose-only effect
#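 Human TRb ligand-binding domain at 0.6 uM with 20 nM Texas Red SRC2 peptide in Tris buffer containing 1 uM T3 and 5% DMSO, incubated with compound 5 h at ambient temperature. Total fluorescence (555/632 nm) calculated as parallel + 2 × perpendicular.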
# * marks the source's active call; other numbers are inactive results; ? = inconclusive; [ ] = dose if it differs, or a comment. Unless noted, % is scaled to controls: 0 for no effect and ±100 for the full control effect; potency is read from the fitted curve at half-maximal effect.
# Sample of the layout (5 entries):
SMILES,TRb-SRC2 inh,TR SRC2 fluor cs
Cc1ccc(NC(=O)C2CCCN(S(=O)(=O)c3ccc4c(c3)CCCC(=O)N4)C2)cc1Cl (centres undefined),-1%,-2%
COc1ccc(OCC(=O)Nc2ccccc2C(=O)OCc2cc(=O)n3nc(C)sc3n2)cc1,-5%,-1%
NC(=O)C1CCN(C(=O)c2ccccc2NC(=O)c2nsc3ccccc23)CC1,8%,-1%
Cc1cccc(NC(=O)CSc2nc(=O)n(CCN3CCOCC3)c3c2CCC3)c1,-8%,-1%
CCN1C(=O)c2ccccc2Sc2ccc(NC(=O)c3ccc(C#N)cc3)cc21,-5%,-1%

# The listing (from the top)
SMILES,TRb-SRC2 inh,TR SRC2 fluor cs
Cc1ccc(NC(=O)C2CCCN(S(=O)(=O)c3ccc4c(c3)CCCC(=O)N4)C2)cc1Cl (centres undefined),-1%,-2%
COc1ccc(OCC(=O)Nc2ccccc2C(=O)OCc2cc(=O)n3nc(C)sc3n2)cc1,-5%,-1%
NC(=O)C1CCN(C(=O)c2ccccc2NC(=O)c2nsc3ccccc23)CC1,8%,-1%
Cc1cccc(NC(=O)CSc2nc(=O)n(CCN3CCOCC3)c3c2CCC3)c1,-8%,-1%
CCN1C(=O)c2ccccc2Sc2ccc(NC(=O)c3ccc(C#N)cc3)cc21,-5%,-1%
COc1ccccc1C(=O)Nc1cc2c(cc1N1CCCC1)n(C)c(=O)c(=O)n2C,2%,0%
Cc1ccc(-c2nn3c(C)nnc3c3ccccc23)cc1S(=O)(=O)NCC(C)O (centres undefined),6%,-3%
CCN1CCc2c(sc(NC(=O)c3ccc(S(=O)(=O)N(CCOC)CCOC)cc3)c2C(N)=O)C1,4%,-2%
COc1ccc(CNC(=O)Cn2c(SCC(=O)Nc3ccc(OC)cc3)nc3ccccc32)cc1,5%,-1%
COc1ccc(NC(=O)C2CCN(S(=O)(=O)c3ccc4[nH]c5c(c4c3)CCCCC5)CC2)cc1,2%,-1%
Cc1cc(=O)n(CC(=O)NCCC(C)C)c2c1c(C)nn2C,-2%,-3%
CCn1c(C)c(C)c2cc(C(=O)N3CCN(c4ccccc4)CC3)ccc21,1%,-1%
Cc1ccc(-n2c(=O)c3cccnc3n2CC(=O)Nc2cccc(C)c2C)cc1,1%,-1%
CCN(CC)CCNC(=O)c1c(C)oc2ncnc(N3CCOCC3)c12,-5%,-1%
CC(C)Cc1nn2c(=O)cc(COC(=O)c3cccc(NS(C)(=O)=O)c3)nc2s1,-8%,-2%
Cc1cc(C)cc(N2CC(c3nc(-c4cccc(Cl)c4)no3)CC2=O)c1 (centres undefined),-7%,-4%
Cc1ccc(NC(=O)Cc2c(C(=O)O)c(C)cn2C)cc1Cl,1%,1%
CCN(CC)C(=O)CSc1nc2ccsc2c(=O)n1Cc1ccccc1Cl,4%,-2%
COc1ccc(OC)c(NC(=O)CSc2ccc(-c3sc(C)nc3C)nn2)c1,2%,-1%
Cc1cc(C)c(NC(=O)Cn2nc3c(cc2=O)CCCC3)c(C)c1,-4%,-3%
Cc1ccc(NC(=O)CN2CCN(c3ccccc3F)CC2)cc1F,-9%,-2%
COc1ccc(-c2nc(SCC(=O)NCCc3ccccc3)n[nH]2)cc1,7%,-1%
CCOc1ccccc1CNC(=O)c1cnc2sc(N3CCC(C)CC3)nn2c1=O,-5%,0%
Cc1cc(C)cc(C(=O)Nc2c3c(nn2-c2ccccc2C)CS(=O)(=O)C3)c1,1%,1%
COC(=O)c1ccc(OCC2c3cc(OC)c(OC)cc3CCN2C(=O)COc2ccc(Cl)cc2)cc1 (centres undefined),-3%,0%
COc1cc(NC(=O)c2cc(S(=O)(=O)N3CCC(C)CC3)cn2C)cc(OC)c1OC,-2%,1%
CCOc1ccc(-c2nnc(SCC(=O)NCCc3ccccc3)nc2-c2ccc(OCC)cc2)cc1,7%,-9%
COc1ccc(CCNC(=O)C2COc3ccccc3C2)cc1OC (centres undefined),6%,-1%
Cc1cc(C)cc(NC(=O)CN2C(=O)c3ccccc3Sc3ccc(C(=O)N4CCCC4)cc32)c1,-3%,2%
Cc1ccc(CNC(=O)Cn2c(=O)n(-c3ccccc3)c(=O)c3c2c2cc(C)ccc2n3C)cc1,1%,2%

# Three neighbouring compounds from above, for reference:
SMILES,TRb-SRC2 inh,TR SRC2 fluor cs
COc1ccc(CCNC(=O)C2COc3ccccc3C2)cc1OC (centres undefined),6%,-1%
Cc1cc(C)cc(NC(=O)CN2C(=O)c3ccccc3Sc3ccc(C(=O)N4CCCC4)cc32)c1,-3%,2%
Cc1ccc(CNC(=O)Cn2c(=O)n(-c3ccccc3)c(=O)c3c2c2cc(C)ccc2n3C)cc1,1%,2%

# Other compounds
SMILES,TRb-SRC2 inh,TR SRC2 fluor cs
CC1=C(C(N)=O)C(c2ccc(F)cc2)n2nc(-c3ccccc3Cl)nc2N1 (centres undefined),7%,4%
Cc1ccc(CN2CCc3nc(Nc4ccc5c(c4)OCCO5)ncc3C2)cc1,-4%,-2%
O=C(NC1CC(=O)N(c2cccc(F)c2)C1)C1CCCCC1 (centres undefined),2%,0%
COc1ccc(S(=O)(=O)NCCc2csc(-c3ccc(F)cc3)n2)cc1F,3%,-7%
O=C(CSc1nc2c([nH]c3ccccc32)c(=O)n1-c1ccccc1)N1CCCc2ccccc21,-2%,?
Cc1ccc(Nc2nc(C(N)=O)c(NC(=O)c3ccccc3Br)s2)cc1,4%,-2%
CN(c1ccccc1)c1ncnc2c1cnn2C,-3%,-2%
COc1ccc(NC(=O)CN2C(=O)C(C)(C)c3cc(S(=O)(=O)N4CCCCC4)ccc32)cc1Cl,0%,3%
COc1ccc(CNC(=O)CN2C(=O)CSc3ccc(S(=O)(=O)N4CCC(C)CC4)cc32)cc1,-9%,0%
CCCNC(=O)C1CCC(Cn2c(=O)c3sccc3n(CC(=O)Nc3ccccc3C)c2=O)CC1 (centres undefined),6%,2%
COc1ccc(OCC(=O)Nc2cc(-c3ccccc3F)nn2-c2ccccc2)cc1,-8%,0%
CCCCOc1ccc(-c2nn(-c3ccccc3)cc2C2NC(=O)NC(C)=C2C(=O)OC)cc1 (centres undefined),1%,1%
CC(C)(C)C(=O)Nc1ccccc1C(=O)OCc1cc(=O)n2ccsc2n1,-1%,0%
COc1cccc(Nc2sc(C(=O)c3ccc(Cl)cc3)c(N)c2C(=O)NCCc2ccc(OC)c(OC)c2)c1,5%,-1%
COCCSc1nc2c([nH]c3ccccc32)c(=O)n1-c1ccc(OC)c(OC)c1,9%,2%
COc1ccc(CNC(=O)Nc2cn(CC(C)C)c(=O)c3ccccc23)cc1,-1%,-1%
CC(C)c1ccc(S(=O)(=O)NCc2ccc3c(c2)CCN3C(=O)c2ccccc2)cc1,-2%,0%
CNC(=O)C1CCC(Cn2c(=O)c3sccc3n(CC(=O)N3CCCC(C)C3)c2=O)CC1 (centres undefined),4%,-4%
O=C(CCCc1ccccc1)NC1CC(=O)N(c2cccc(F)c2)C1 (centres undefined),4%,-1%
COc1ccc(S(=O)(=O)Nc2cccc(-c3ccc(N4CCC(C)CC4)nn3)c2)c(OC)c1,1%,-1%
Cc1ccccc1CSc1nc2c([nH]c3ccccc32)c(=O)n1C,4%,-8%
Cc1ccc(C2=Nc3ccccc3N(CC(=O)Nc3ccccc3F)C(=O)C2)cc1C,4%,2%
COc1cc(Cl)c(C)cc1NC(=O)c1cnn(-c2ccc(C)cc2)c1-n1cccc1,-6%,-4%
CC(C)c1ccc(NC(=O)c2cnc3sc(N4CCOCC4)nn3c2=O)cc1,-17%,?
Cc1ccc(Cc2nc3ccccc3nc2SCC(=O)N2CCN(c3ccc(F)cc3)CC2)cc1,-1%,0%
COc1ccc(CCN2C(=O)CN(C3CCCCCC3)C(=O)C2c2ccc(C)cc2)cc1OC (centres undefined),-12%,-1%
Cc1cccc(NC(=O)CSc2nccn2Cc2ccc(F)cc2)c1C,1%,-1%
O=C(CSc1nccn1Cc1ccc(F)cc1)NCc1ccccc1,-3%,-3%
CCOC(=O)Cn1c(=O)n(C2CCCCC2)c2nc(-c3ccc(Cl)cc3)nc(C(N)=O)c21,0%,-4%
CSc1ccc(CCNC(=O)c2cc(C)nc3c2c(C)nn3-c2cccc(F)c2)cc1,6%,4%

# Compound profiles, as listed above. Screens in order: TRb-SRC2 inh | TR SRC2 fluor cs
# Entry for COc1ccc(S(=O)(=O)NCCc2csc(-c3ccc(F)cc3)n2)cc1F : 3% | -7%
# Entry for COc1ccc(OC)c(NC(=O)CSc2ccc(-c3sc(C)nc3C)nn2)c1 : 2% | -1%

# Additional records follow.
SMILES,TRb-SRC2 inh,TR SRC2 fluor cs
CCOC(=O)C1CCN(C(c2cccc(F)c2)c2c(O)cc(C)n(CCOC)c2=O)CC1 (centres undefined),6%,1%
Cc1ccc(CNC(=O)C(=O)NCC(c2cccs2)S(=O)(=O)c2ccccc2)cc1 (centres undefined),2%,-4%
CCC(C)NC(=O)CSc1nc2n[nH]c(C)c2c(=N)n1-c1cc(Cl)ccc1C (centres undefined),-5%,0%
Cc1c(C(=O)Nc2ccc(-n3c(C)nc4ccccc4c3=O)cc2)cccc1[N+](=O)[O-],-14%,-1%
CC(NC(=O)Cc1ccc(NC(=O)N2CCSc3ncccc32)cc1)c1ccccc1 (centres undefined),-7%,-1%
COc1ccc(C(=O)NCC(c2ccc(N(C)C)cc2)N2CCc3ccccc32)cc1 (centres undefined),-4%,-2%
CCOC(=O)c1noc2nc(C)n(Cc3ccc([N+](=O)[O-])cc3)c(=O)c12,8%,-22%
Cc1ccc(C)c(C(=O)CSc2nc3cc(C(=O)NC4CCCC4)ccc3c(=O)n2CC2CCCO2)c1 (centres undefined),-3%,1%
CCCCNC(=O)c1ccc2c(c1)NC(=O)C(CS(=O)(=O)Cc1ccc(F)cc1Cl)N2 (centres undefined),2%,?
CCC(C)NC(=O)CSc1nc2c(sc3ccccc32)c(=O)n1Cc1ccccc1Cl (centres undefined),5%,0%
COc1cc(C2C(C(=O)Nc3ccccc3C)=C(C)Nc3ncnn32)ccc1OCC(N)=O (centres undefined),8%,-24%
O=C(NCCc1ccc(Cl)cc1)C1COc2ccccc2C1 (centres undefined),3%,2%
Cc1cc(C)cc(Nc2ncnc3sc4c(c23)CCCC4)c1,0%,-2%
O=C(OCc1cc(=O)n2nc(-c3cccs3)sc2n1)c1cccc(Cl)c1,-5%,0%
O=C(NCc1ccccc1Cl)c1ccc2oc(=O)n(Cc3ccccc3)c2c1,-5%,-1%
CCOC(=O)c1ccc(NC(=O)CSc2nc3ncc(Br)c(C)c3[nH]2)cc1,8%,-3%
CC(C)c1nn2c(=O)cc(COC(=O)c3ccc(NC(=O)CCc4ccccc4)cc3)nc2s1,1%,0%
COc1ccc(NC(=O)CSc2nnc(-c3ccc(C)cc3)o2)cc1,-4%,-2%
CCc1ccccc1Nc1nn2c(=O)c3ccc(C(=O)NC(C)C)cc3nc2s1,6%,-2%
Cc1cc(C)cc(NS(=O)(=O)c2ccc(N3CCCCS3(=O)=O)cc2)c1,-9%,0%
Cc1cccc(NC(=O)Cn2c(=O)nc(-c3ccccc3)c3ccccc32)c1C,6%,-1%
CCOC(=O)c1cc(-c2ccccc2)n(CCCC(=O)Nc2ccccc2C)c1C,-1%,-2%
O=C(O)CC(NS(=O)(=O)c1ccc(Cl)s1)c1ccccc1 (centres undefined),5%,-8%
CCN(c1ncnc2c1cnn2-c1cc(Cl)ccc1C)C1CCCCC1,-2%,-1%
Cc1oc(-c2ccc(C(=O)NCCN(C)C)cc2)nc1CS(=O)(=O)c1ccccc1,-1%,-2%
O=C(COc1ccccc1F)OCc1cc(=O)n2nc(-c3cccs3)sc2n1,-15%,?
CC(=O)c1c(C)c([N+](=O)[O-])c(C(C)(C)C)c([N+](=O)[O-])c1C,10%[201 µM],-2%[201 µM]
COc1cc(N2C(=O)CSC23C(=O)N(C)c2ccccc23)cc(OC)c1OC (centres undefined),-7%,-1%
CCOc1ccccc1NC(=O)CSc1nc2c([nH]c3ccccc32)c(=O)n1-c1ccccc1,-3%,-3%
Cc1ccc(-n2c(=O)c3cccnc3n2CC(=O)Nc2cc(Cl)ccc2C)cc1,0%,-1%
COc1cc(OC)c(NC(=O)CCS(=O)(=O)c2ccc3c(c2)oc(=O)n3C)cc1Cl,2%,-2%
O=C(Nc1c2c(nn1-c1ccc(Cl)cc1)CS(=O)(=O)C2)c1ccc(Br)cc1,0%,-4%
Cc1ccc2scc(N3CCCCC3C)c(=O)c2c1 (centres undefined),7%,-9%

# From PubChem

# A portion of the library (hit frequency here may not be typical).
